Screening data: PubChem, several laboratories
HTR5A inv ctr: inverse agonist of human HTR5A in OPRM1-OPRD1 counter-screen | P47898 | HTR5A cell line, luminescence, inverse agonism | inhibition, % at 9.3 µM | 340,000 tested, 0.083% active | AID 504634; in the data active = inhibition mostly above about 23%, no sharp cut-off; inactive = mostly below about 18%;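 note: 0% = cells with DMSO and 100% = no-cell wells with DMSO; some compounds called inactive have numbers as strong as hits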
MOR-DOR ag: OPRM1-OPRD1 heterodimerization agonism | activation, % at 9.3 µM | cells, luminescence | 340,000 tested, 0.3% active | P35372+P41143; in the data active = activation above about 18%;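 note: 0% = vehicle-treated cells and 100% = reference agonist; values of inactives mirror those of a sister screen read the other way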
Target sequence (P35372 whole entry, looked up): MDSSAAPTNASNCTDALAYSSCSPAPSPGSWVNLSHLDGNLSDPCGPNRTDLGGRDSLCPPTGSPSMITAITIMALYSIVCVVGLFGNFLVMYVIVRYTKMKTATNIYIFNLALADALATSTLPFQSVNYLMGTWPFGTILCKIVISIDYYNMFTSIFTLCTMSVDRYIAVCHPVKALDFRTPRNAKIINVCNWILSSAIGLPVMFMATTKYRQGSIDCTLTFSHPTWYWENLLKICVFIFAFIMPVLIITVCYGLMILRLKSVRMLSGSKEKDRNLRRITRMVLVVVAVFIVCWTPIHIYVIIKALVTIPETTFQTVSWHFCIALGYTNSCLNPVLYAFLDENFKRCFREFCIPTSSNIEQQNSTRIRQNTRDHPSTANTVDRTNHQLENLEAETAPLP
Target sequence (P41143 whole entry, looked up): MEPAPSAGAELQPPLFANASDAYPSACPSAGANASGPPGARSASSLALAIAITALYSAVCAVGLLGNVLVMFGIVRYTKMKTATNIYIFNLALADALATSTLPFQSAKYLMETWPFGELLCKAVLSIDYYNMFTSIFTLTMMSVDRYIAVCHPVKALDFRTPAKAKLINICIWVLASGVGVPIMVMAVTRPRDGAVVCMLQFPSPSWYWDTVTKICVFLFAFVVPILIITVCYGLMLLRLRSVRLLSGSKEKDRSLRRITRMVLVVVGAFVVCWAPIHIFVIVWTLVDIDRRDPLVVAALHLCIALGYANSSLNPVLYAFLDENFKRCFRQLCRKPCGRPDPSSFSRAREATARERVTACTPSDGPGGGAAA
SUMO Mot1 rescue: SUMOylation pathway inhibition by Mot1-301 growth rescue; S. cerevisiae Mot1-301 growth rescue, ATP luminescence, 38.5C; percent above DMSO median, 100 means doubled; growth rescue, % at 18.8 µM; 320,000 tested, 1% active; AID 2716;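 active = every valid replicate shows activation above 250% relative to neutral control wells; inactive = the rest, any valid replicate at or below 250%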;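 note: OY570 slx delta 5 strain wells were the positive control but not used for scaling; some compounds called inactive have numbers as strong as hits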
PfHsp90 set2: inhibits growth of yeast expressing Plasmodium falciparum Hsp90. S. cerevisiae expressing PfHsp90, BacTiter-Glo ATP, 48 h; yeast lacking PDR1 and PDR3 efflux regulators. inhibition, % at 9.4 µM. 310,000 tested, 0.32% active;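 active = every replicate shows inhibition above about 80%, whatever the replicate mean, limit read from the data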;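 note: 0% = DMSO neutral controls and 100% = 20 µM radicicol positive controls; yeast relying on Plasmodium falciparum Hsp90 in place of its own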
PKA-R2B act: PKA-R2B complex activation. activation, % at 11.4 µM. AID 504700. PKA-R2B holoenzyme dissociation, Cy5-IP20 fluorescence polarization; R2B truncated from residue 108, S112A mutant; 0% DMSO only, 100% 113 µM cGMP. P22694+P31323. 340,000 tested, 0.079% active;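 active = activation above a cutoff set at the mean over all compounds plus 3 SD, cut at about 18% in these data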;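 note: higher means more holoenzyme dissociation and a rise in polarization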
PKA-R1A act: activates the PKA-R1A holoenzyme complex; 340,000 tested, 0.083% active; activation, % at 11.4 µM; P00514+P68181; PKA-R1A dissociation, Cy5-IP20 fluorescence polarization; scaled: DMSO 0%, 113 µM cGMP 100%;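 active = percent activation above the mean of all tested compounds plus 3 SD, cut at about 19% in these data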;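 note: higher means more PKAc released from R1A so a rise in polarization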
E coli growth: reduces bacterial viability in AddAB counter-screen; 330,000 tested, 0.27% active; E. coli V3065 growth, OD600 absorbance, 18 h; inhibition, % at 11.9 µM;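 active = inhibition above the campaign's mean inhibition across all tested compounds plus 3 SD, cut at about 9.9% in these data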;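 note: uninfected addAB+ strain grown without phage in ampicillin broth; 0% = DMSO wells and 100% = ciprofloxacin 0.95 µg/ml wells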
MOR-DOR inv ag: inverse agonist of human OPRM1-OPRD1 heterodimerization; P35372+P41143; cell-based MOR-DOR heterodimer luminescence, inverse agonism; inhibition, % at 9.3 µM; 340,000 tested, 0.21% active; AID 504357; in the data active = inhibition above about 22%, passing the limit was not always enough;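 note: 0% = cells with DMSO and 100% = wells without cells with DMSO; values of inactives mirror those of a sister screen read the other way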
AddAB inh: less growth of phage-infected E. coli with AddAB; E. coli expressing H. pylori AddAB, absorbance growth; inhibition, % at 11.9 µM; 330,000 tested, 0.29% active; in the data active = inhibition above about 12%;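 note: 0% = vehicle wells of infected cells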
Tat export inh: inhibitors of E. coli Tat protein transport; inhibition, % at 10 µM; AID 488895; E. coli MC4100 TorA-mCherry Tat export, fluorescence; 340,000 tested, 0.036% active;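 active = mean replicate inhibition at least 50% and at least half of replicates individually reaching 50%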;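 note: exported cargo escapes ClpAP degradation while cytoplasmic cargo is degraded and loses fluorescence; 0% = median of neutral control wells and 100% = median of NaSCN control wells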
phage Ecoli inh: E. coli growth loss with phage present; growth absorbance; inhibition, % at 11.9 µM; 360,000 tested, 0.26% active; AID 651602; in the data active = inhibition above about 11%
* = called active by the depositor; / = no result given.

The first two entries (preview)
Structure | HTR5A inv ctr | MOR-DOR ag | SUMO Mot1 rescue | PfHsp90 set2 | PKA-R2B act | PKA-R1A act | E coli growth | MOR-DOR inv ag | AddAB inh | Tat export inh | phage Ecoli inh
CCOc1ccc(CCNC(=O)C2CCN(C(=O)N(C)C)CC2)cc1OCC | 7 | -0.6 | 10 | 38 | 1 | -6 | 1.8 | 3 | 4.8 | -2 | -0.6
NC(=O)c1ccc(NC(=O)CSc2nnc(-c3cccnc3)n2Cc2ccco2)cc1 | 25 | -2.2 | -18 | -4 | -4 | 0 | -1.4 | 11 | 0.8 | -4 | -0.2

The listing, from the start:
Structure | HTR5A inv ctr | MOR-DOR ag | SUMO Mot1 rescue | PfHsp90 set2 | PKA-R2B act | PKA-R1A act | E coli growth | MOR-DOR inv ag | AddAB inh | Tat export inh | phage Ecoli inh
CCOc1ccc(CCNC(=O)C2CCN(C(=O)N(C)C)CC2)cc1OCC | 7 | -0.6 | 10 | 38 | 1 | -6 | 1.8 | 3 | 4.8 | -2 | -0.6
NC(=O)c1ccc(NC(=O)CSc2nnc(-c3cccnc3)n2Cc2ccco2)cc1 | 25 | -2.2 | -18 | -4 | -4 | 0 | -1.4 | 11 | 0.8 | -4 | -0.2
COc1ccc(Cl)cc1NC(=O)C(=O)NC1CCCCCC1 | -1 | -0.3 | 641 | 14 | -6 | 2 | 1.6 | 1 | 2.7 | -3 | 2.2
COc1c(Cl)cc(Br)c(OC)c1C(=O)NC(=O)Nc1nc(C)cc(C)n1 | -14 | -2.5 | -6 | -6 | -2 | 1 | 0.1 | 13 | 0.7 | -13 | 1.1
O=C(COC(=O)c1ccc2ncsc2c1)Nc1ccc(Cl)cc1 | -3 | -0.6 | -10 | 11 | -13 | -19 | 0.0 | 3 | 1.6 | -7 | 0.8
COCCCn1c(=O)c2sccc2n2c(CCCC(=O)NCc3ccc(F)cc3)nnc12 | 2 | -1.9 | -13 | -4 | -2 | -2 | -0.8 | 10 | -0.9 | -3 | 0.3
Cc1ccc(/C=N/NC(=O)c2ccc3nc[nH]c3c2)o1 | -19 | -1.1 | -12 | 4 | -2 | 4 | 0.7 | 6 | -0.5 | 0 | -0.5
Cc1ccc2c(c1)C(c1ccccc1)N(C(=O)c1ccc(Br)o1)CC(=O)N2 (centres undefined) | -20 | 1.7 | 21 | -2 | 0 | -2 | -1.6 | -10 | -1.5 | 1 | 0.4
Cc1ccc(C2(C)NC(=O)N(CC(=O)Nc3ccccc3C(=O)N3CCCCC3)C2=O)cc1 (centres undefined) | -18 | 0.2 | 6 | 4 | 1 | -7 | -1.5 | -1 | -2.4 | -1 | 0.2
CCC(C)N1CCNCC1 (centres undefined) | -10 | -3.8 | 125 | -21 | 4 | 1 | -2.0 | 19 | 0.2 | -1 | 3.0
COc1cc(NC(=O)C/C(C)=N/NC(=O)C2CCCCC2)c(OC)cc1Cl | 4 | -2.9 | -4 | 26 | -10 | -8 | 0.4 | 16 | 2.9 | -3 | 1.4
Cc1ccc(S(=O)(=O)NCC(c2ccc3c(c2)OCO3)N2CCN(c3ccccc3)CC2)cc1 (centres undefined) | 9 | -0.5 | -4 | / | -6 | 5 | -1.3 | 3 | -2.7 | 7 | 3.6
CC(C)Cc1nnc(NC(=O)C2CCN(C(=O)c3ccc(F)cc3)CC2)s1 | -38 | -0.6 | -4 | 8 | -6 | -1 | 0.9 | 4 | 1.4 | -4 | 1.9
Cc1ccn(CCNC(=O)C2CCC(=O)N(CCc3ccc(Cl)cc3)C2)n1 (centres undefined) | 1 | -1.0 | -1 | 9 | 7 | 0 | 2.9 | 6 | 1.1 | 6 | 3.4
COc1cc([C@H]2Oc3c(OC)cc(CCCO[C@@H]4O[C@H](CO)[C@@H](O)[C@H](O)[C@H]4O)cc3[C@@H]2CO)ccc1O | -5 | 0.6 | -22 | -10 | 2 | 1 | 0.5 | -3 | 5.5 | -5 | 2.0

Three structures already listed, arranged by molar mass, rising:
Structure | HTR5A inv ctr | MOR-DOR ag | SUMO Mot1 rescue | PfHsp90 set2 | PKA-R2B act | PKA-R1A act | E coli growth | MOR-DOR inv ag | AddAB inh | Tat export inh | phage Ecoli inh
COc1c(Cl)cc(Br)c(OC)c1C(=O)NC(=O)Nc1nc(C)cc(C)n1 | -14 | -2.5 | -6 | -6 | -2 | 1 | 0.1 | 13 | 0.7 | -13 | 1.1
COCCCn1c(=O)c2sccc2n2c(CCCC(=O)NCc3ccc(F)cc3)nnc12 | 2 | -1.9 | -13 | -4 | -2 | -2 | -0.8 | 10 | -0.9 | -3 | 0.3
COc1cc([C@H]2Oc3c(OC)cc(CCCO[C@@H]4O[C@H](CO)[C@@H](O)[C@H](O)[C@H]4O)cc3[C@@H]2CO)ccc1O | -5 | 0.6 | -22 | -10 | 2 | 1 | 0.5 | -3 | 5.5 | -5 | 2.0

(listing goes on)
Structure | HTR5A inv ctr | MOR-DOR ag | SUMO Mot1 rescue | PfHsp90 set2 | PKA-R2B act | PKA-R1A act | E coli growth | MOR-DOR inv ag | AddAB inh | Tat export inh | phage Ecoli inh
O=C(OCc1cccc(Cl)c1)c1cc(S(=O)(=O)N2CCCCC2)ccc1N1CCOCC1 | 7 | 0.6 | -1 | 14 | 9 | -3 | -0.8 | -3 | -1.4 | 10 | 0.3
O=C(O)C1Cc2ccccc2CN1C(=O)c1ccco1 (centres undefined) | -9 | -4.0 | -24 | 7 | -5 | -4 | -0.5 | 19 | 5.0 | 1 | 3.6
Cc1c(C(=O)c2ccc(Cl)cc2Cl)cnc2cc3c(cc12)OCO3 | 7 | 1.4 | -22 | / | -7 | 5 | 1.1 | -8 | 4.2 | 2 | -0.1
O=C(CCNC(=O)c1ccc(Cl)cc1)NCC(c1ccco1)N1CCCC1 (centres undefined) | -10 | -3.5 | / | -13 | 3 | -10 | / | 18 | / | -3 | 2.8
Cc1ccccc1C(=O)N1CCN(c2ncccn2)CC1 | -5 | -3.5 | 25 | 3 | -13 | -5 | -1.7 | 17 | 0.7 | -2 | 3.7
C=CCNC(=S)NCc1ccccc1OC | 6 | -1.1 | 12 | -12 | -1 | -2 | 0.3 | 6 | 0.0 | -2 | 1.9
CN(Cc1cccs1)C(=O)c1cccc(S(=O)(=O)N2CCCCCC2)c1 | 0 | -4.4 | -12 | 8 | -9 | 9 | 1.9 | 17 | 1.3 | -4 | 1.3
O=C1CNc2ccc(C(=O)N3CCN(c4ccccn4)CC3)cc2N1 | -20 | -2.1 | 38 | 15 | -4 | -11 | -1.9 | 12 | -0.8 | 1 | 2.6
CCn1c(=O)c2cc(C(=O)Nc3ccccc3OC)sc2c2ccccc21 | -7 | -1.9 | -18 | -8 | 0 | -1 | 1.1 | 10 | -0.2 | 13 | 0.4
CCC(=O)Nc1cccc(C2=NOC3(C2)C[C@@H](C(N)=O)N(C(=O)c2cc([N+](=O)[O-])cc([N+](=O)[O-])c2)C3)c1 (some centres undefined) | -3 | 10 | 11 | 31 | -4 | -13 | -2.4 | -57 | 1.1 | 6 | 2.2
CCN(CC)S(=O)(=O)c1cc(NC(=O)CNc2cccc(S(=O)(=O)N3CCOCC3)c2)ccc1C | -9 | 1.0 | 8 | / | 0 | 9 | 0.4 | -6 | -0.9 | 3 | 0.2
CN(c1ccc(F)cc1)S(=O)(=O)c1ccc(Cl)c(C(=O)NCC2CCCO2)c1 (centres undefined) | -10 | -3.0 | / | / | 5 | 1 | / | 16 | / | 3 | 3.2
O=C(COc1ccccc1[N+](=O)[O-])N/N=C/c1ccc(O)cc1 | -24 | -3.7 | / | 1 | -3 | 3 | -1.4 | 20 | 1.9 | 4 | -2.0
COc1ccccc1-n1nnnc1SCC(=O)N(CC(C)C)C1CCS(=O)(=O)C1 (centres undefined) | 9 | -3.6 | -11 | -51 | -2 | 1 | / | 12 | / | -4 | 1.5
CC(=O)c1c(C)[nH]c(C(=O)N2CCCCCC2)c1C | -31 | -1.6 | 5 | -3 | 2 | -11 | 1.0 | 9 | 1.1 | 2 | 5.1
O=C(c1ccc2c(c1)OCCCO2)c1cccs1 | -1 | -0.9 | 61 | -16 | 4 | 6 | 2.2 | 5 | 3.3 | -5 | 2.1
Cc1ccc(/S(C)=N/S(=O)(=O)c2ccc(C)cc2)cc1 (centres undefined) | -3 | -1.9 | 0 | -4 | 5 | 10 | -0.5 | 9 | 2.4 | -2 | 2.4
O=C(NCc1ccco1)Nc1ccc2snnc2c1 | -17 | -0.8 | -1 | -12 | 2 | -3 | 0.6 | 5 | -0.6 | -8 | 3.9
COC(=O)C1=C(C)N(CCc2ccc(OC)cc2)C(=O)C1 | -9 | -1.9 | 439 | 2 | -5 | -12 | -1.3 | 8 | 3.9 | 3 | -0.2
NC(=O)CSc1nnc(-c2cccs2)n1Cc1ccco1 | -2 | -2.1 | -8 | 18 | 1 | 3 | 0.5 | 10 | 1.8 | 8 | -0.4
CC(C)CCNC(=O)c1cnn2c(C(F)(F)F)cc(-c3ccco3)nc12 | -37 | -1.3 | -14 | 17 | 3 | 8 | -3.7 | 7 | -1.1 | 3 | 3.2
CC(/C=C/c1ccco1)=N\NC(=O)C(O)c1ccccc1 (centres undefined) | 13 | -2.0 | 0 | 20 | 6 | -1 | 0.3 | 13 | 0.1 | 0 | 4.0
COc1ccc2oc(C(=O)NCC(Cc3ccccc3)N(C)C)c(C)c2c1 (centres undefined) | 5 | 2.6 | -3 | 11 | 1 | 2 | -1.3 | -14 | 3.6 | 0 | 1.1
O=C(NC(=S)N1CCN(Cc2ccc3c(c2)OCO3)CC1)c1cccc(Br)c1 | -2 | -1.5 | 11 | -23 | -2 | 1 | -3.3 | 8 | -6.4 | 1 | -0.4
N/C(=N\OC(=O)c1cc([N+](=O)[O-])ccc1Cl)c1cccnc1 | -26 | 4.0 | -34 | -2 | -11 | -4 | -0.7 | -21 | -1.4 | -3 | 2.3
Nc1ncnc2c1ncn2[C@@H]1O[C@H](CNCc2ccccc2OC2OC(CO)C(O)C(O)C2O)[C@@H](O)[C@H]1O (some centres undefined) | -4 | -3.4 | / | -18 | 0 | -5 | 1.8 | 17 | -0.4 | 4 | 1.5
CCN1CCN(C(=S)c2ccc(-c3ccccc3)cc2)CC1 | -2 | -0.4 | -3 | 6 | 0 | 1 | -3.1 | 2 | 1.8 | 1 | 2.9
CC1CN(C(=O)c2cc(-c3ccc(Cl)s3)nc3ccccc23)CC(C)O1 (centres undefined) | 12 | 0.6 | 36 | 19 | -14 | -19 | -1.9 | -3 | -0.8 | 2 | 0.7
CC1CCC(NC(=O)C2CC(O)CN2S(=O)(=O)c2ccc([N+](=O)[O-])cc2)CC1 (centres undefined) | -5 | 3.8 | -20 | 32 | 4 | -10 | 1.1 | -15 | 0.7 | 7 | 2.4
CC(C)C(C)(C#N)NC(=O)CSc1nc(C2CCCCC2)n(-c2ccccc2)n1 (centres undefined) | 9 | 1.8 | -3 | 5 | -13 | -15 | 0.6 | -10 | 0.9 | -7 | 1.5
COc1ccccc1NS(=O)(=O)c1ccc(N/N=C/c2ccccc2OCC(=O)O)c([N+](=O)[O-])c1 | 8 | 0.1 | 78 | 23 | -1 | 6 | 0.3 | 0 | 0.8 | 3 | 1.5
